Screening data as filed in PubChem.
GLD-1 RNA inh – GLD-1-TGE RNA interaction inhibition (C. elegans); inhibition, % at 5.96 µM; purified GLD-1 + fluorescein TGE RNA, fluorescence polarization; Q17339; 0.44% of 320,000 active; AID 2280;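 active means percent inhibition above a per-plate cutoff, the plate mean of test compounds plus 3 SD, cut at about 30% in these data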;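 further: 0% = DMSO wells with GLD-1 and probe and 100% = wells lacking GLD-1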
Target sequence (Q17339 whole entry, looked up): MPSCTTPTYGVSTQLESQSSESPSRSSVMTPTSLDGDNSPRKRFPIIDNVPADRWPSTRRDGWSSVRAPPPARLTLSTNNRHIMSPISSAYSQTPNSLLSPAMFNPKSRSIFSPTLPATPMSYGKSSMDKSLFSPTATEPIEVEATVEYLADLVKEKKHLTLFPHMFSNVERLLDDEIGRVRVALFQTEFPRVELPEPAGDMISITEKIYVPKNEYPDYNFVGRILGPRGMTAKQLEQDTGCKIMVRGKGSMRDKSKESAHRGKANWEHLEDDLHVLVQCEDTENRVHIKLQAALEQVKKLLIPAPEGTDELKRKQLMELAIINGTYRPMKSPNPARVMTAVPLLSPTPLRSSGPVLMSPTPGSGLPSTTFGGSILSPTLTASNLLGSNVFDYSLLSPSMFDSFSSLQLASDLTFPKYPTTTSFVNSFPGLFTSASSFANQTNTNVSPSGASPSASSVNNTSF
pPAFAH FP inh – inhibitors of human plasma PAF acetylhydrolase (pPAFAH); Q13093; recombinant pPAFAH, FP-rhodamine probe fluorescence polarization; inhibition, % at 3.39 µM; 1.5% of 330,000 active; AID 463082;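 active means inhibition above the mean inhibition across the screen plus 3 SD, cut at about 25% in these data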;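 further: inhibitors block binding of the rhodamine activity-based probe so polarization drops; 0% = enzyme with DMSO and 100% = wells lacking pPAFAH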
MEX-5 binding – C. elegans MEX-5 TCR-2 RNA binding activity; MEX-5/FITC-TCR2 RNA binding, fluorescence polarization; active compounds read low; activity score (negative = inhibition of binding), % at 10 µM; 0.38% of 300,000 active; AID 1832;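 active means inhibition past about -25% in most replicates, and total fluorescence under double the plate's negative control median, limit read from the data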;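 further: 0% = DMSO and -100% = 5 µM competing unlabeled TCR2 RNA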
MCL1 BIM primary – inhibitors of human MCL1 binding to BIM-BH3 peptide | Q07820 | GST-MCL1 / FITC-Bim-BH3 fluorescence polarization | inhibition, % at 10.9 µM | 0.68% of 320,000 active | AID 2057;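 active means inhibition above the mean inhibition of all tested compounds plus 3 SD, set per campaign, cut at about 40% in these data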;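 further: 0% = DMSO wells and 100% = unlabeled Bim-BH3 peptide control; higher means more loss of mP so more displacement of Bim peptide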
Target sequence (Q07820 whole entry, looked up): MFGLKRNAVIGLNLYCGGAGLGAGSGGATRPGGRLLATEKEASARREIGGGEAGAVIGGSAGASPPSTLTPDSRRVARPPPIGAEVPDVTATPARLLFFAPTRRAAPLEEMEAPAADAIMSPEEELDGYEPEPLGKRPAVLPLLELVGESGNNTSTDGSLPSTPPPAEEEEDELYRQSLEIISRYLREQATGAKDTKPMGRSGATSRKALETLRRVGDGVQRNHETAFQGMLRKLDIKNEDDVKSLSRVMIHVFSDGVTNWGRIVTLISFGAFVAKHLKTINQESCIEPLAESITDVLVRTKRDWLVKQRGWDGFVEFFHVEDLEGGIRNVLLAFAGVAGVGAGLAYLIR
PME-1 primary – blocks human protein phosphatase methylesterase 1. Q9Y570. recombinant PME-1, FP-Rh probe fluorescence polarization. inhibition, % at 5.9 µM. 0.53% of 320,000 active. AID 2130;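 active means inhibition above the campaign mean of all compounds plus 3 SD, cut at about 26% in these data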;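 further: competitive labeling of PME-1 active site by serine hydrolase directed probe; 0% = PME-1 with DMSO and 100% = wells lacking PME-1 enzyme; inhibitors block probe labeling so polarization falls and inhibition rises; many of its hits are not listed in these tables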
AHR activator – activates the human aryl hydrocarbon receptor; P35869; AHR-responsive luciferase reporter cells, luminescence; activation, % at 5 µM; 2.5% of 320,000 active; AID 2796; in the data active means activation above about 47%;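 further: 0% = vehicle wells and 100% = reference agonist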
BCLXL inh – blocks human Bcl-xL binding to Bim BH3 peptide; 0.7% of 320,000 active; GST-Bcl-xL / FITC-Bim BH3 peptide fluorescence polarization; inhibition, % at 10.9 µM;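 active means inhibition above the mean of all tested compounds plus 3 SD, cutoff set per campaign, cut at about 30% in these data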;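 further: 0% = DMSO wells and 100% = unlabeled Bim-BH3 peptide competitor; inhibitors lower millipolarization by displacing the labeled peptide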
Fam108B counter – blocks mouse Fam108B hydrolase in RBBP9 counter-screen; recombinant Fam108B, FP-Rh probe fluorescence polarization; inhibition, % at 9.51 µM; 0.33% of 300,000 active; AID 1947;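 active means inhibition above the screen mean inhibition plus 3 SD, computed separately per campaign, cut at about 18% in these data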;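 further: inhibitors lower polarization as less probe binds the enzyme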
PAFAH1B2 inh – blocks human PAF acetylhydrolase 1b catalytic subunit 2; P68402; AID 492953; inhibition, % at 3.39 µM; 1.2% of 340,000 active; recombinant PAFAH1B2, FP-rhodamine activity probe, fluorescence polarization;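 active means inhibition above the mean of all tested compounds plus 3 SD, cut at about 24% in these data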;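 further: 0% = enzyme with DMSO and 100% = wells lacking PAFAH1B2; many of its hits are not listed in these tables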
* = called active by the depositor; / = not tested or not shown.

Molecule,GLD-1 RNA inh,PAFAH1B2 inh,AHR activator,MEX-5 binding,Fam108B counter,pPAFAH FP inh,BCLXL inh,MCL1 BIM primary,PME-1 primary
O=C(CCNS(=O)(=O)c1ccc2[nH]c(=O)oc2c1)Nc1ccccc1,5,0,-1,2.4,0,3,-5,-14,3
CC(C)N(CCCNC(=O)Cn1c(=O)c2cccn2c2ccc(F)cc21)Cc1ccccc1,1,4,3,0.1,2,-2,1,-1,0
O=C(Oc1cc2oc(=O)c3c(c2cc1Cl)CCCC3)c1cccs1,0,7,16,-1.0,-11,6,6,1,3
Cc1ccccc1C(=O)NC1CCN(CC(=O)Nc2ccc(Br)cc2)CC1,0,2,0,-1.1,0,4,-1,-4,0
CC(C)CCNc1c(-c2cccs2)nc2ccccn12,46*,6,4,-2.3,2,7,75*,68*,-1
CCN(c1ccc(NC(=O)COC(=O)CCC(=O)c2ccc(F)cc2)cc1)C(C)C,5,7,2,3.5,-1,15,4,4,4
CCCCN1C(=O)Nc2ccccc2S1=O (stereo unspecified),-4,5,0,0.3,3,-2,-3,-11,1
Cc1ccccc1NC(=O)NNC(=O)OC(C)(C)C,4,1,1,-0.6,-1,-3,2,-2,2
COc1cccc(CNC(=O)CCC2CCCN(C/C=C/c3ccccc3OC)C2)c1 (stereo unspecified),2,2,9,3.5,-2,8,0,0,-7
CCOC(=O)N(NC(=O)C(O)(CC(C)C)CC(C)C)c1ccccc1,-2,-1,2,-1.4,1,1,3,5,0
O=C(Nc1cccc(O)c1)c1cc(-c2ccccc2Cl)on1,6,5,-4,0.2,-5,5,-2,-4,-11
CCOC(=O)N1CCC(NC(=O)CCC(=O)N2CCOc3ccc(Cl)cc32)CC1,0,4,1,1.9,-2,0,3,-4,4
O=S(=O)(NC1CCN(S(=O)(=O)c2c(F)cccc2F)C1)c1ccc2c(c1)OCCO2 (stereo unspecified),-3,6,0,/,/,1,3,9,9
Cc1nnc(SCC(=O)Nc2cccc(Cl)c2)n1CC1CCCO1 (stereo unspecified),-2,-2,12,0.7,-2,-3,1,-4,-4
CCN(CC)C(=O)Cn1ccc(NC(C)=O)nc1=O,1,-3,2,0.6,0,0,2,4,-3
Nc1c(N=Nc2ccccc2F)c(=O)[nH]n1-c1ccccc1,7,3,18,-0.8,10,8,7,7,36*
CC(=NNC(=O)c1ccc(NS(=O)(=O)c2ccc(Br)cc2)cc1)c1cccnc1,2,29*,4,/,/,7,/,/,/
Cc1cccc(N2CCN(C(=O)C3CCN(S(=O)(=O)c4c(C)noc4C)CC3)CC2C)c1 (stereo unspecified),0,2,1,0.0,0,7,-1,-12,7
Cc1nn(C)c(Sc2ccccc2N)c1[N+](=O)[O-],-1,2,18,-0.2,-1,3,11,16,8
CC1CCc2c(sc3ncnc(NCCCOC(C)C)c23)C1 (stereo unspecified),-8,1,61*,1.4,-1,7,4,9,-7
CC(=NCCN1CCOCC1)C1=C(O)c2ccccc2C1=O,-5,-8,3,-2.1,1,-4,5,11,2
Cc1ccc(C(=O)Nc2ccc(N3CCN(C)CC3)nc2)cc1,6,1,9,0.1,2,2,6,6,0
CC(=O)c1ccc(S(=O)(=O)Nc2cccc(-c3ccc4nncn4n3)c2)cc1,5,2,4,3.5,0,5,9,11,2
CC(C)N(Cc1nccn1C)C(=O)CCc1nnc(CCCc2ccccc2)o1,5,-4,1,-1.0,-5,2,0,-5,-1
CC(=O)Nc1ccc(S(=O)(=O)N2CCC(C(=O)NC3CC3)CC2)cc1,5,1,-1,1.2,-2,-3,0,-7,-4
COc1cccc(OCc2nnc(SC)n2C)c1,-5,0,4,0.0,0,2,-2,0,-3
O=C(CN1CCCc2ccccc21)N/N=C/c1ccc(F)cc1F,-3,-1,8,-6.6,-1,5,4,-5,0
CC1CN(C(=O)c2cccc(S(=O)(=O)N3CCOCC3)c2)CC(C)O1 (stereo unspecified),3,1,0,-0.1,-1,7,-6,-8,-3
COCCNC(=O)c1cccc(OC2CCN(Cc3cccc(C(C)=O)c3)CC2)c1,8,2,1,-1.3,1,7,2,7,6
O=C(O)Cc1csc(Nc2cccc(Cl)c2)n1,6,-1,2,-1.4,9,7,3,-3,5
Cc1cc(Cl)c2oc(C(=O)N3CCCCC3CCN3CCCC3=O)c(C)c2c1 (stereo unspecified),-6,-1,8,3.8,1,6,8,0,6
O=C(C1CC1)N1CCc2sccc2C1c1ccc(Cl)cc1 (stereo unspecified),2,12,-2,-2.6,1,5,1,0,-3
CCC1C(=O)N=C(SCC(=O)Nc2nc3ccccc3s2)NC1=O (stereo unspecified),8,2,3,-0.1,3,6,8,9,-1
CCCc1cc(C(=O)Nc2nnc(C)s2)cs1,7,13,7,1.0,0,4,2,2,-4
CCOC(=O)C1CCN(S(=O)(=O)Cc2ccc(Cl)cc2)CC1,2,5,6,1.4,-2,9,0,1,-1
COc1ccccc1N1CCN(C(=O)c2cc3cc(C)ccc3[nH]2)CC1,3,-2,3,0.2,0,1,0,2,-1
N#CCCCSc1nnnn1-c1cccc(Cl)c1,-2,8,3,2.4,3,4,0,7,2
Cc1ccc(CN2CCN(Cc3c[nH]c4ccccc34)CC2CCO)o1 (stereo unspecified),-1,1,11,1.8,4,0,-3,-13,2
C=C1CCN([C@H](C(=O)O)C(C)C)S(=O)(=O)c2ccccc21,0,7,3,-0.3,-4,6,0,-4,-5
CC(NC(=O)c1ccccc1OC(F)F)c1ccc(-n2ccnc2)cc1 (stereo unspecified),3,-2,71*,-2.7,-3,3,2,-2,6
CCNC(=O)c1sc(=S)n(CC)c1N,1,1,0,1.0,5,-1,2,10,-10
CCC(CO)Oc1cc(NC(=O)c2cccc(C)c2)c2ncn(C(C)C)c2c1 (stereo unspecified),-4,6,6,/,/,-2,/,/,/
Cc1ccc(S(=O)(=O)N2CCN(c3ncnc4ccccc34)CC2)cc1,4,-2,-4,/,/,-3,-2,1,17
Cc1ccc(NC(=O)Cn2c(O)c(N=NS(=O)(=O)c3ccc(C)cc3)c3ccccc32)cc1,4,0,1,0.8,-2,-1,6,-2,-3
N#C/C(=C\c1cccs1)C(=O)NCc1cccnc1,-2,0,10,-0.5,5,1,5,1,0
CN1CCN(Cn2cc(/C=C/C(=O)c3ccccc3)c3ccccc32)CC1,-18,5,86*,1.5,3,17,3,3,8
COc1ccc(Cl)cc1NC(=O)COC(=O)CCNC(C)=O,-1,5,2,-1.2,2,1,-1,-4,-3
COc1ccc(-n2c(C)cc(C(=O)COC(=O)c3ccc(O)cc3O)c2C)cc1,2,-5,2,/,/,-4,-1,-5,-126
CCC1=C2CC[C@H]3C(=O)N(CC)C(=O)[C@H]3[C@H]2[C@@]2(Cc3ccccc3)C(=NCc3ccccc3)OC(=O)N2C1=O,4,4,2,1.9,0,5,5,11,0
COc1cccc(CC(NC(C)=O)C(=O)NC2CCN(c3nc(C)cc(C)c3C#N)CC2)c1OC (stereo unspecified),5,4,3,-1.3,3,2,5,0,2
Cc1cc(Cl)ccc1NC(=O)CCCN1C(=O)CCC1=O,7,3,0,-2.7,-2,-5,-1,-4,-2
O=C(NC(CC(=O)N1CCN(c2ccccc2O)CC1)c1ccccc1)c1ccccc1Cl (stereo unspecified),1,-4,1,/,/,7,3,6,-1
CCOC(=O)C(CC)(CCC(=O)OC)c1csc(Nc2ccccc2O)n1 (stereo unspecified),3,/,1,0.5,-2,4,7,10,10
Cc1ccc(-n2nc3c(c2NC(=O)C(C)C)CS(=O)(=O)C3)cc1,2,1,3,-1.6,3,0,5,5,1
COc1ccccc1N1CCN(C(=O)c2cc3cc(Br)ccc3oc2=O)CC1,-4,-1,0,-2.2,-2,2,0,-2,5
Cc1ccc2nc(-c3ccccc3)cc(C(=O)NNC(=O)c3csc(N4CCOCC4)n3)c2c1,2,2,5,1.2,-3,6,1,1,-2
CC(SCc1ccc(C(=O)O)o1)c1ccc(C(=O)O)o1 (stereo unspecified),1,5,0,-0.3,3,1,6,8,2
Cc1ccc(NC(=O)CCCNC(=O)c2ccc(Cl)cc2)cc1S(=O)(=O)N1CCOCC1,-1,3,0,/,/,1,4,-2,10
COc1cccc(OC)c1C(=O)OCC(=O)NC1CCCCCC1,-2,3,3,/,/,-4,-18,-27,14
O=C(NC(=S)NCC1CCCO1)c1ccccc1F (stereo unspecified),4,-1,3,-1.1,1,1,10,23,2

Later entries.
Molecule,GLD-1 RNA inh,PAFAH1B2 inh,AHR activator,MEX-5 binding,Fam108B counter,pPAFAH FP inh,BCLXL inh,MCL1 BIM primary,PME-1 primary
CC(NC(=O)c1ccccc1)C(=O)N/N=C/c1cccc([N+](=O)[O-])c1 (stereo unspecified),-4,0,9,0.6,-3,1,6,10,-2
COc1ccccc1OCCNC(=O)C(CCSC)NC(=O)c1ccccc1Cl (stereo unspecified),-6,-1,-2,2.0,-1,-1,2,5,2
COc1cc(C(=O)Nc2ccccc2C(=O)NCc2cccnc2)cc(OC)c1OC,4,0,1,1.1,0,0,2,-1,6
Cc1ccc(N2C(=O)CC(N3CCN/C3=C3\CC/C(=C\c4ccccc4)C3=O)C2=O)cc1 (stereo unspecified),2,3,0,-0.6,-2,-1,2,-7,2

Only part of the results is shown, so the mix of outcomes need not match the whole.
